# BaF3 tox: parental Ba/F3 viability inhibition as JAK2V617F counter-screen; CellTiter-Glo ATP luminescence; inhibition, % at 5.6 µM; 1.1% of 220,000 active; AID 1486;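 active = inhibition above a per-campaign cutoff, the mean inhibition of all tested compounds plus 3 SD, cut at about 27% in these data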;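 also: 0% = DMSO wells and 100% = JAK Inhibitor I control wells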
# NPY-Y1 PAM-ag: potentiators or agonists of human neuropeptide Y receptor Y1 | P25929 | NPY-Y1 expressing cells, potentiator/agonist activation | activation, % at 3.6 µM | 0.37% of 220,000 active | AID 1304; in the data active = activation above about 33%, passing the limit was not always enough;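 also: cells stimulated with NPY at EC10 then isoproterenol at EC100; 0% = low agonist plus stimulus and 100% = saturating agonist plus stimulus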
# Target sequence (P25929 whole entry, looked up): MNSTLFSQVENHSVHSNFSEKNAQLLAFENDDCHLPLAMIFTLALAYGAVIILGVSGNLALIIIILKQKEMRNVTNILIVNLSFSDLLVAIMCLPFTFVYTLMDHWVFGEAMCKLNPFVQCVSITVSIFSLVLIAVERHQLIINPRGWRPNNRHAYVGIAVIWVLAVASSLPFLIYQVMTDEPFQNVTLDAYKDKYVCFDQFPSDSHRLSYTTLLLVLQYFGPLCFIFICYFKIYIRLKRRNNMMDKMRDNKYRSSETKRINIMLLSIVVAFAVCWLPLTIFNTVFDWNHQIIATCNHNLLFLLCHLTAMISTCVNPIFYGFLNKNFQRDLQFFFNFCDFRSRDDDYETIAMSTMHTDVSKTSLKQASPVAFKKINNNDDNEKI
# NPY-Y1 antag: antagonists of human neuropeptide Y receptor Y1. P25929. HEK293-CNG Y1 cells, membrane potential fluorescence; NPY at EC95, then isoproterenol. inhibition, % at 3.6 µM. 1% of 200,000 active. AID 1040;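 active = inhibition above the campaign mean inhibition of all tested compounds plus 3 SD, cut at about 20% in these data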;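 also: 0% = DMSO wells given NPY plus isoproterenol and 100% = isoproterenol alone without NPY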
#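 Assay system: HEK293 Y1/CNG channel cell line; Doses: single compound dose of 3.6 µM, 0.4% DMSO; Timing: dye 3 h, compound 60 min room temperature, stimulation 45 min; Technique: Membrane-potential fluorescent dye readout; Measure: % inhibition of NPY effect.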
# CHOP inhibitor: inhibitors of CHOP induction in ER stress response; CHO-K1 CHOP-promoter luciferase, tunicamycin-induced, 15-18 h; inhibition, % at 10 µM; 3.8% of 220,000 active; AID 2732;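 active = compounds that reduced the stress-induced luciferase reporter signal by more than about 70% of percent inhibition, limit read from the data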;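 also: 0% = tunicamycin plus vehicle and 100% = wells without tunicamycin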
# S1P4 antag: human S1P4 receptor antagonism; O95977; S1P4-expressing cells, antagonist mode, reporter read-out; inhibition, % at 4.98 µM; 0.26% of 220,000 active; AID 1510; in the data active = inhibition above about 29%;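 also: 0% = wells stimulated with agonist and 100% = vehicle wells without agonist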
# S1P4 agonist: human S1P4 receptor agonism; O95977; activation, % at 4.98 µM; 0.35% of 220,000 active; S1P4-expressing cell line, agonist reporter assay; in the data active = activation above about 11%;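 also: 0% = DMSO vehicle and 100% = reference agonist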
# NCF1 inh: blocks human p47phox regulatory protein of NADPH oxidases. P14598. p47phox/p22phox peptide binding, fluorescence polarization, 2 h. inhibition, % at 24.7 µM. 0.53% of 220,000 active;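 active = inhibition above about 30%, limit read from the data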;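 also: 0% = p47phox with labelled peptide and 100% = labelled peptide alone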
# Target sequence (P14598 whole entry, looked up): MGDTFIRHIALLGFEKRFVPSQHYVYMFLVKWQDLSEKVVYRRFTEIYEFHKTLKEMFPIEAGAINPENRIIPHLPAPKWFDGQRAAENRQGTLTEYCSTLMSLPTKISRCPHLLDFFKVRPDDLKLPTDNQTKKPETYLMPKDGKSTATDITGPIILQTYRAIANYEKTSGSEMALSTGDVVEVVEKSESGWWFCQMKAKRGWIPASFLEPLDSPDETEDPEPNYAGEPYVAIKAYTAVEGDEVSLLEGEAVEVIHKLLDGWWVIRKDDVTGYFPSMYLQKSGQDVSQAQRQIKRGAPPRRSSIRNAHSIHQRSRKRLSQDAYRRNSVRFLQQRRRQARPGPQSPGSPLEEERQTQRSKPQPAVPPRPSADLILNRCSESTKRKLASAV
# NPY-Y2 PAM-ag: human NPY-Y2 potentiation or agonism, primary screen; 0.45% of 220,000 active; activation, % at 3.6 µM; cells expressing NPY-Y2, potentiator/agonist read-out; in the data active = activation above about 27%;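 also: cells stimulated with NPY near EC25 plus isoproterenol at EC100; 0% = vehicle plus submaximal agonist and 100% = vehicle plus saturating agonist; some results beyond the cut were filed as inactive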
# Ba/F3 V617F tox: lowers viability of Ba/F3 cells expressing EpoR and JAK2V617F. AID 1446. 1.1% of 220,000 active. inhibition, % at 5.6 µM. ATP luminescence;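 active = inhibition above the campaign mean plus 3 SD over all tested compounds, cut at about 24% in these data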;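 also: cytokine-independent growth of Ba/F3 cells driven by EpoR plus mutant JAK2; 0% = DMSO-treated cells and 100% = JAK inhibitor I control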
# The depositor's hits bear a star; x = no result given; & = joins results of further samples.
SMILES,BaF3 tox,NPY-Y1 PAM-ag,NPY-Y1 antag,CHOP inhibitor,S1P4 antag,S1P4 agonist,NCF1 inh,NPY-Y2 PAM-ag,Ba/F3 V617F tox
CCNC(=S)N1C2CCC1CC(NC(=O)Nc1ccc(C(=O)OCC)cc1)C2 (stereo not given),1,11,-2,-6,-16,0.7,-15,0,-3
Cc1nnc(SCC(=O)NCC2CCCCC2)n(N)c1=O,7,7,5,3,4,-1.1,-2,-20,1
CC12CC3CC(C)(C1)CC(C(=O)NCc1ccco1)(C3)C2,4,5,-2,13,13,1.2,0,-6,1
O=C1CC(N2CCC(O)(c3ccc(Cl)cc3)CC2)C(=O)N1Cc1ccc(N2CCCC2=O)cc1 (stereo not given),9,10,-5,17,-5,-0.7,-5,-14,7
Cc1ccc(-c2csc(N3CCC(NS(=O)(=O)c4ccc5c(c4)OCCO5)CC3)n2)cc1,9,9,-6,67,-5,0.1,-31,24,1
CN(C)CCN1C(=O)c2oc3ccccc3c(=O)c2C1c1ccc(F)cc1 (stereo not given),3,-6,3,23,-10,0.2,-6,-5,2
CC(C)NS(=O)(=O)c1ccc2c3c(cccc13)CC2,1,-16,1,16,-19,-0.8,-2,4,0
O=C(CSc1nnc(-c2ccccc2)n1-c1ccccc1)c1cccs1,5,49*,-2,1,-3,-2.5,35*,31*,1
COc1ccc(NC(=O)c2cccc(C(=O)Nc3ccc(OC)cc3)n2)cc1,3,-3,14,-7,-5,1.4,4,-9,-2
CCCCCCn1c(CN2CCN(Cc3ccccc3)CC2)nc2c1c(=O)n(C)c(=O)n2C,6,-14,11,100*,8,-2.1,-10,-5,1
CCOC(=O)C1CCCN(CCC(=O)Nc2cccc(F)c2)C1 (stereo not given),5,-38,-1,2,1,-1.9,-17,10,1
Cc1cc(C(=O)Nc2ccc3c(c2)OCCO3)c2ccccc2n1,8,-1,2,15,-5,-0.2,-23,2,0
Cc1c(Br)c([N+](=O)[O-])nn1C(C)C(=O)Nc1c(C)n(C)n(-c2ccccc2)c1=O (stereo not given),4,6,0,-26,-5,-1.0,1,-4,5
CCN(CC)CCN(C(=O)C1=COCCO1)c1nc2cc3c(cc2s1)OCO3,0,-13,1,0,9,-2.2,6,-12,-2
Cc1ccc(-n2cc(C(=O)c3cc(Cl)ccc3O)cc(C#N)c2=O)cc1,5,30,1,34,-2,-1.2,-49,3,3
O=C(CN1CCOCC1)Nc1ccccc1Sc1ccccc1,1,15,3,-11,-3,0.1,-12,4,-2
Cc1cccc(-n2c(Cc3cc(=O)[nH]c(=O)[nH]3)nnc2SCC(=O)NCc2ccco2)c1,3,-11,2,x,-31,1.4,x,0,-1
Nc1ccc(S(=O)(=O)O)cn1,0&0&6,12&0&9,0,17&11&-2,-7&6&-2,-0.4&0.5&0.8,-17&-9&-4,15&14&-12,-4&-4&0
CC(=O)N(C)c1ccc(NC(=O)/C=C/c2ccccc2Cl)cc1,6,4,0,-37,-18,-3.9,-12,-20,3
CC(=O)Nc1ccc(S(=O)(=O)c2ccc(N)cc2)cc1,6,13,2,0,-6,1.0,-3,18,-2
CCCNS(=O)(=O)c1ccc(OCC(=O)NCc2ccc3c(c2)OCO3)cc1,4,2,-2,60,-16,-0.5,-12,5,0
COCCCNC(=O)CN(c1cc(C(F)(F)F)ccc1Cl)S(C)(=O)=O,1,-4,x,3,-5,1.8,17,-6,0
CCOC(=O)N1CCN(c2ncnc3c2[nH]c2ccc(F)cc23)CC1,42*,5,-1,71*,-20,0.8,-15,-8,23
O=C(O)CNc1nc(-c2ccccc2)nc2ccccc12,-1,-1,-5,-14,-1,0.2,-2,11,0
COCCn1c(C)cc(C2=NNC(=NC3CC3)SC2)c1C,5,12,-1,103*,0,0.2,-5,9,-2
Cc1cc(C)nc(SCC(=O)NN)n1,9,-1,2,2,-8,0.6,4,-8,3
COC(=O)c1cc2occc2n1CC(=O)Nc1ccc(C)cc1C,7,-2,12,23,-11,3.0,-14,-3,4
O=C(C1CCN(Cc2ccccc2)CC1)N1CCCC1,1,7,3,-2,-3,-1.4,3,7,-3
COc1cc(C(=O)O/N=C(\N)c2ccccn2)cc(OC)c1OC,3,0,x,-9,-14,1.2,-1,-6,-5
CCCC(C)NC(=S)Nc1cc(C)cc(C)c1 (stereo not given),1,-27,5,2,-1,-1.2,-1,-10,0
COc1ccc(C2CC(c3cccc(C)c3)n3ncnc3N2)cc1 (stereo not given),3,-5,-1,-9,-2,-0.9,-1,-9,3
COc1ccc(N(CC(=O)Nc2ccccc2C)S(=O)(=O)c2c(C)[nH]c(=O)[nH]c2=O)cc1,1,20,x,-4,1,-1.1,-3,-10,-4
CONC(=O)Nc1ccccc1[N+](=O)[O-],5,6,2,18,3,-0.3,-3,-14,0
COC(=O)c1ccc(CSc2cc(C)c3ccccc3n2)o1,2,-37,19,25,-8,0.3,-12,-9,-3
CC1=NN(c2ccccc2)C(=O)/C1=C\c1cn(-c2ccccc2)nc1C,0,-2,-3,-1,11,-1.5,-9,9,-2
O=C(CSc1ccncc1)Nc1ccc(S(=O)(=O)Nc2nccs2)cc1,4,2,-2,22,0,1.2,-65,-7,3
CCn1c(=O)cc(OCC(=O)N2CCCCCC2)c2ccccc21,3,-14,-1,1,6,-1.1,-7,-19,2
Cc1cc(C)c2c(N)c(C(=O)NCc3ccco3)sc2n1,1,-19,2,9,4,1.2,-12,4,-2
CCCc1nc2ccc(NC(=O)c3cccs3)cc2c(=O)n1Cc1ccccc1Cl,6,-10,2,38,-15,1.4,-12,16,-1
NCCCn1cnc2ccccc21,5,-11,-1,8,-18,0.2,1,3,2
CC1=CC(=O)C=C(C)C1=NOc1ccc([N+](=O)[O-])cc1,5,26,1,-101,0,0.9,9,16,-6
O=C(CCn1nc(-c2ccccc2)ccc1=O)N1CCCC1,4,0,3,-14,11,1.3,0,11,-1
CC(=O)c1ccc(NC(=O)C(C)NCc2ccccc2Cl)cc1 (stereo not given),1,-1,2,13,-20,0.3,-34,10,0
CCn1c(SCC(=O)Nc2nc(C)c(C)s2)nc2cccnc21,0,-24,1,30,-7,2.1,-19,-12,-1
O=C(c1cccn(Cc2cccc(Cl)c2)c1=O)N1CCOCC1,12,-2,5,17,22,-3.1,2,-22,7
Cc1cc(O)c(C(C)C)cc1NC(=O)Cn1nc(C)c2ccccc2c1=O,10,-7,-4,23,-8,-0.9,-4,-3,4
CC(=O)Nc1nc(SCc2ccc(Cl)cc2Cl)n[nH]1,4,-3,17,23,10,12*,-8,13,3
Cc1ccc(Nc2nc(CSc3nnc(-c4ccccc4)n3C)cs2)cc1,6,-24,-1,22,4,-0.3,3,-3,4
CCOc1cc(C(=O)NCCN2C(=O)S/C(=C\c3cccnc3)C2=O)cc(OCC)c1OCC,2,-4,0,24,1,-0.9,-23,21,-2
CSc1cccc(NS(=O)(=O)c2ccc(C(C)=O)cc2)c1,9,33,x,26,4,-1.4,-13,10,0
O=C(CCC(=O)NNC(=O)Nc1ccc(Cl)cc1)NCc1ccccc1,0,0,-2,9,-10,-3.3,-1,-2,1
O=C(Nc1ccc(NC(=O)c2ccco2)c(Cl)c1)c1cccc([N+](=O)[O-])c1,6,0,1,30,-5,1.3,-2,-6,0
NS(=O)(=O)c1ccc(NC(CNS(=O)(=O)c2ccccc2)c2ccccc2)cc1 (stereo not given),1,-5,5,28,-2,0.1,5,-4,4
CCc1nc2n[nH]c(N)c2c2c1CSC(C)(C)C2,3,-5,-5,26,-29,1.6,-10,12,-2
O=C(Nc1ccc(Cl)cn1)C1CCCN1S(=O)(=O)c1ccc(Cl)cc1 (stereo not given),7,12,6,55,1,-0.2,-3,-1,-4
O=S(=O)(Cc1ccccc1Cl)c1ncn[nH]1,-1,0,x,6,13,1.9,-2,8,2
CCOC(=O)CSc1cc(CSc2ccccc2)nc(-c2ccccc2)n1,10,-60,5,23,4,-1.3,-35,-33,7
CCOC(=O)c1cc(-c2cc(OC)c(OC)c(OC)c2)nc2c1c(=O)[nH]c(=O)n2Cc1ccccc1,4,-5,-2,31,-32,0.0,-4,17,-2
Cc1ccc2c(c1)nnn2C1CCN(CC(=O)NCc2ccccc2F)CC1,5,-4,4,12,1,-0.9,-4,-14,-3
CC1=C(C(=O)OC2CCCCC2)C(c2ccc(C)o2)C2=C(CC(C)(C)CC2=O)N1 (stereo not given),-3,13,6,50,4,-0.9,-18,13,-2

# (listing goes on)
SMILES,BaF3 tox,NPY-Y1 PAM-ag,NPY-Y1 antag,CHOP inhibitor,S1P4 antag,S1P4 agonist,NCF1 inh,NPY-Y2 PAM-ag,Ba/F3 V617F tox
CCCn1c(C(C)NC(C)=O)nc2ccccc21 (stereo not given),6,-3,4,-7,-5,0.7,4,-16,-3
COc1ccc(Br)c(/C=N/NC(=O)COc2ccc(-c3ccccc3)cc2)c1,-1,-12,6,15,-20,-2.7,-25,-4,-1
CC(C)c1ccccc1-n1c(SCC(=O)N2CCN(c3ccccc3)CC2)nnc1-c1cccnc1,4,13,-1,37,2,-1.6,-13,-20,-1
CCC(O)CNc1nc(-n2nc(C)cc2C)nc2sc3c(c12)CC(C)(C)OC3 (stereo not given),7,17,0,-17,4,-0.5,3,-5,3
C/C(=N\NC(=O)c1cc(-c2cccs2)nc2ccccc12)c1ccccn1,7,-14,3,50,-4,1.8,8,-1,4
C#CCOCCOCCOCCNc1nc(N2CCN(C(=O)[C@H](CCC(=O)O)n3cc(C(N)CO)nn3)CC2)nc(N2CCN(C(=O)[C@H](Cc3ccc(O)cc3)n3cc(C(N)CC(C)C)nn3)CC2)n1 (stereo not given in full),-4,5,0,12,5,1.0,-1,-7,0
CC(=O)C1=C(O)C(=O)N(c2cccc(C(=O)O)c2)C1c1ccc(F)cc1 (stereo not given),9,3,-2,6,-9,2.0,-9,5,1
CC(C)c1nc(SCC(=O)Nc2ccc3c(c2)OCCO3)c2c(=O)n(C)c(=O)n(C)c2n1,0,-32,-3,59,-7,3.3,-28,-8,-2
Cc1c(-c2cccc(NC(=O)c3ccco3)c2)nc2ncccn12,4,1,1,-23,8,-2.5,2,5,-1
O=c1c2ccccc2nc2n1CC/C2=C/N1CCN(c2cccc(C(F)(F)F)c2)CC1,5,-14,0,-12,-25,2.1,-2,0,-1
Cc1nn(C)c(C(=O)Nc2ccc(Br)cc2F)c1Br,2,-1,6,1,12,1.6,-5,4,0
CC(=O)C1=C(O)C(=O)N(c2nccs2)C1c1ccccc1F (stereo not given),1,28,x,17,8,0.2,-15,-13,-8
COc1ccc2cc(OC)c(C(=O)N3CCOCC3)cc2c1,4,8,0,7,-11,14*,37*,16,-3
Cc1occc1C(=O)Nc1nnc(C2CCCCC2)s1,1,4,2,38,-10,2.2,-13,1,0
COC(=O)C1=C(C)OC(N)=C(C#N)C1c1c(C)nn(-c2ccccc2)c1Cl (stereo not given),2,-31,-1,26,-5,2.4,-8,-16,0
O=C(CNCC1CCCO1)Nc1ccc(N2CCCCCC2)cc1 (stereo not given),5,20,-5,22,-12,0.0,-6,13,-1

# 3 entries already listed, sorted by length of the SMILES, high to low:
SMILES,BaF3 tox,NPY-Y1 PAM-ag,NPY-Y1 antag,CHOP inhibitor,S1P4 antag,S1P4 agonist,NCF1 inh,NPY-Y2 PAM-ag,Ba/F3 V617F tox
CC(C)c1nc(SCC(=O)Nc2ccc3c(c2)OCCO3)c2c(=O)n(C)c(=O)n(C)c2n1,0,-32,-3,59,-7,3.3,-28,-8,-2
COc1ccc(Br)c(/C=N/NC(=O)COc2ccc(-c3ccccc3)cc2)c1,-1,-12,6,15,-20,-2.7,-25,-4,-1
Cc1c(-c2cccc(NC(=O)c3ccco3)c2)nc2ncccn12,4,1,1,-23,8,-2.5,2,5,-1
